Screens as filed in PubChem.
TbMetRS inhib: blocks T. brucei methionyl-tRNA synthetase activity; inhibition, % at 11.9 µM; purified T. brucei MetRS, ATP depletion, Kinase-Glo luminescence; actives 0.4% (n = 360,000);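 active means inhibition above a per-plate cutoff of the control wells' mean inhibition plus 3 SD, cut at about 5.5% in these data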;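 further: 0% = DMSO wells median and 100% = median of wells with control inhibitor compound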
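technique = Kinase-Glo luminescence, ATP depletion format | system = purified MetRS (methionyl-tRNA synthetase) enzyme from Trypanosoma brucei | timing = 15 min preincubation, 2 h reaction, all 25 °C | evaluation = percent inhibition versus plate control medians | dosing = single dose, 11.9 µM final nominal, 0.9% final DMSO | also added = substrates ATP, L-methionine and bulk Escherichia coli tRNA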
LMPTP inh: LMPTP (human) inhibition. recombinant LMPTP-A, OMFP fluorogenic substrate, fluorescence intensity. inhibition, % at 20 µM. actives 0.22% (n = 360,000);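 active means compounds that cut the enzyme signal by at least half of the control window in the single-dose screen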;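 further: plate controls were DMSO wells with enzyme plus substrate for no effect and substrate without enzyme for full effect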
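Test system: LMPTP-A phosphatase enzyme; input: 0.625 nM LMPTP-A final; reagent: OMFP substrate, 400 µM final; compound dosing: 20 µM single dose, 3% DMSO; incubation: 50 min dark incubation at room temperature; measured by: endpoint fluorescence intensity from OMFP dephosphorylation; measure: % inhibition relative to no-enzyme and uninhibited control wells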
SUMO1-SIM PPI: modulators of human SUMO1-mediated protein-protein interactions; AID 602429; SUMO1 binding to a labelled peptide, TR-FRET, 1 h; actives 0.33% (n = 360,000); P63165; inhibition, % at 20 µM; in the data active means inhibition above about 37%
Neddylation inh: blocks human cullin neddylation | P61081+Q13564 | TR-FRET cullin neddylation, biochemical | calls only at 25 µM | actives 0.58% (n = 360,000); in the data active means inhibition above about 36%
DNMT1 block: DNMT1 (human) enzyme inhibition | P26358 | DNMT1 molecular beacon, Hinp1I cleavage, fluorescence | inhibition (reported as % activation of signal), % at 10 µM | actives 0.83% (n = 360,000) | AID 588458; in the data active means inhibition above about 50%
NadD block: NadD (S. aureus) enzyme inhibition; purified NadD enzyme, colorimetric absorbance read-out; inhibition, % at 20 µM; actives 0.78% (n = 360,000); in the data active means inhibition above about 26%; further: some compounds past the cut are filed as inactive
CendR NRP1 mod: modulators of CendR peptide binding to human neuropilin-1; O14786; actives 0.85% (n = 360,000); FAM-RPARPAR peptide binding to NRP-1, fluorescence polarization; inhibition, % at 25 µM;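 active means inhibition or corrected inhibition above about 18%, plus a signal ratio from 0.5 to 1.5, limit read from the data, passing the limit was not always enough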; further: strong numbers were not always called active
Scp-1 inhibitor: Scp-1 (human) phosphatase inhibition; inhibition, % at 20 µM; Recombinant Scp1, phosphopeptide, malachite green phosphate absorbance; AID 493091; actives 0.88% (n = 340,000); Q9GZU7;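 active means inhibition above about 50% at 20 µM, limit read from the data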;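 further: plate controls were DMSO wells with enzyme for no effect and wells lacking enzyme for full effect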
Target sequence (Q9GZU7 76-261 limits assumed): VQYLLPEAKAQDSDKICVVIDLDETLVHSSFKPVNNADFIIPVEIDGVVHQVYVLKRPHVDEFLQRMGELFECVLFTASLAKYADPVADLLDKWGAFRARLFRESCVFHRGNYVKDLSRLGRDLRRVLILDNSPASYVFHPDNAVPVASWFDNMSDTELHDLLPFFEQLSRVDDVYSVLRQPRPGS
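Assay system: SCP-1 catalytic fragment, aa 76-261 | Buffer or medium: Tris acetate buffer pH 5.5 with MgCl2 and Tween-20 | Compound: One concentration, 20 µM, with 1.0% DMSO | Also added: Phospho 17-mer peptide substrate | Signal: Absorbance at 630 nm | Incubation: 45 min enzyme reaction at room temperature | Measure: % inhibition of SCP-1 phosphate liberation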
SKN-1 inh: blocks SKN-1 activity in C. elegans; C. elegans VP596 Pgst-4::GFP/RFP ratio, acrylamide-induced, 24 h; inhibition, % at 21.8 µM; actives 0.49% (n = 360,000); AID 624304;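 active means interference check ratio from 0.5 to 1.5 plus GFP to RFP signal ratio inhibition reaching or exceeding a fixed threshold, cut at about 30% in these data, passing the limit was not always enough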; further: some compounds called inactive have numbers as strong as hits
STEP inh: STEP (human) phosphatase inhibition | P54829 | recombinant STEP, OMFP fluorogenic substrate, fluorescence | inhibition, % at 20 µM | actives 0.25% (n = 360,000) | AID 588621;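 active means inhibition at 20 µM, scaled per plate between control wells, above about 37%, limit read from the data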;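 further: 0% = DMSO with enzyme and substrate and 100% = substrate only without enzyme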
Target sequence (P54829 whole entry, looked up): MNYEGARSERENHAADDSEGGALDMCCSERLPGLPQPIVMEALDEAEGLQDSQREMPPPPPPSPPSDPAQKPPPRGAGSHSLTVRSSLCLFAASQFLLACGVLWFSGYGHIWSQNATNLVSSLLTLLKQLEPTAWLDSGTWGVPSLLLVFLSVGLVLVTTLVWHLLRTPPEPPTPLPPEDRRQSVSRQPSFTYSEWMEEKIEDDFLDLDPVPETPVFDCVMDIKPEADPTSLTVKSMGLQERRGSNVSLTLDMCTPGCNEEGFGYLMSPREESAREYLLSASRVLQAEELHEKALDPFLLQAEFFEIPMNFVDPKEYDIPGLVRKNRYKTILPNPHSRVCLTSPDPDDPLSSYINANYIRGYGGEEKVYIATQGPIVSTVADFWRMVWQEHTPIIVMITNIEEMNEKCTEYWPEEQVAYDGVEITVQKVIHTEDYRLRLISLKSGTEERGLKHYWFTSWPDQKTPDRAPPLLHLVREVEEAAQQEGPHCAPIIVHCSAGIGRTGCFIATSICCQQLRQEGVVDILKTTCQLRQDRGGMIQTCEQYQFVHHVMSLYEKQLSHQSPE
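Also added – OMFP at 25 µM · Test system – STEP tyrosine phosphatase · Technique – FITC-channel fluorescence of OMFP product · Schedule – 20 min at room temperature, dark · Evaluation – control-normalized % inhibition with plate pattern correction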
* hit, by the source's call; i = inactive; + = active, no number.

1. COc1ccc(C)cc1NC(=O)C1CC1c1ccccc1 (stereo unspecified)
2. CCOc1ccccc1-n1c(SCC(=O)N2CCOCC2)nc2ccccc2c1=O
3. CCN(CC)c1c([N+](=O)[O-])c(=O)n(C)c2ccccc12
4. CC(=O)c1ccc(-n2c(CCC(=O)O)ccc2-c2ccc(Br)cc2)cc1
5. COc1cc2c(cc1OC)C(c1ccccc1N)=NCC2
6. CCN(CC)C(=O)C1CC(=O)OC12CCCCC2 (stereo unspecified)
assay / compound,1,2,3,4,5,6
LMPTP inh,-0.1,1.4,0.6,0.4,0.6,-1.1
SUMO1-SIM PPI,-2,1,0,8,-13,-3
CendR NRP1 mod,0,15,-9,-4,-6,9
STEP inh,0,-1,1,4,1,0
Scp-1 inhibitor,-5,-3,5,-7,-1,0
Neddylation inh,i,i,i,i,i,i
DNMT1 block,-4,-1,8,0,-2,2
NadD block,-6,-8,1,1,-2,-5
SKN-1 inh,-6,14,-4,20,2,-8
TbMetRS inhib,-0.2,-0.7,-2.9,-0.7,-0.8,-0.9

Look-ups from above.
Under NadD block, compound 6 shows -5
Under SKN-1 inh, compound 1 shows -6

(cont.)
7. Cc1ccc(C)c(N2CCN(C(=O)CCS(=O)(=O)c3ccc4c(c3)NC(=O)CO4)CC2)c1
8. O=C1NNC(=O)C1c1ccccc1
9. COc1ccc(-n2c(SCC(=O)Nc3ccc4c(c3)OCO4)nc3c(c2=O)SCC3)cc1
10. CC1(C)CC(c2nc(-c3ccc(Cl)cc3)cs2)CCS1 (stereo unspecified)
11. NC(=O)C1CCN(C(=O)CCSc2ccc(Cl)cc2)CC1
12. CSCC(C)N1CCC(n2nccc2NC(=O)CCCc2ccccc2)CC1 (stereo unspecified)
assay / compound,7,8,9,10,11,12
LMPTP inh,-0.3,-0.9,0.3,3.0,-0.5,0.8
SUMO1-SIM PPI,1,3,-16,-2,6,-1
CendR NRP1 mod,-10,5,-8,-4,-7,41
STEP inh,-3,10,-1,-2,0,-4
Scp-1 inhibitor,0,-3,-8,-10,-7,-2
Neddylation inh,i,i,i,i,i,i
DNMT1 block,1,0,-3,-1,1,5
NadD block,-3,-4,9,15,-1,-4
SKN-1 inh,-5,-4,13,17,0,13
TbMetRS inhib,0.4,-0.4,0.0,-1.4,-0.3,0.2

In another format: entries from further up
Values run as follows: LMPTP inh, SUMO1-SIM PPI, CendR NRP1 mod, STEP inh, Scp-1 inhibitor, Neddylation inh, DNMT1 block, NadD block, SKN-1 inh, TbMetRS inhib
5. COc1cc2c(cc1OC)C(c1ccccc1N)=NCC2
    0.6, -13, -6, 1, -1, i, -2, -2, 2, -0.8
6. CCN(CC)C(=O)C1CC(=O)OC12CCCCC2 (stereo unspecified)
    -1.1, -3, 9, 0, 0, i, 2, -5, -8, -0.9
7. Cc1ccc(C)c(N2CCN(C(=O)CCS(=O)(=O)c3ccc4c(c3)NC(=O)CO4)CC2)c1
    -0.3, 1, -10, -3, 0, i, 1, -3, -5, 0.4
8. O=C1NNC(=O)C1c1ccccc1
    -0.9, 3, 5, 10, -3, i, 0, -4, -4, -0.4
9. COc1ccc(-n2c(SCC(=O)Nc3ccc4c(c3)OCO4)nc3c(c2=O)SCC3)cc1
    0.3, -16, -8, -1, -8, i, -3, 9, 13, 0.0
10. CC1(C)CC(c2nc(-c3ccc(Cl)cc3)cs2)CCS1 (stereo unspecified)
    3.0, -2, -4, -2, -10, i, -1, 15, 17, -1.4
11. NC(=O)C1CCN(C(=O)CCSc2ccc(Cl)cc2)CC1
    -0.5, 6, -7, 0, -7, i, 1, -1, 0, -0.3

Next section
13. O=C(CSc1nc2ccc(Cl)cc2[nH]1)NCCc1ccc(Cl)cc1
14. CCOC(=O)C(NC(=O)c1ccc(Cl)cc1Cl)(Nc1ccc(C)cc1)C(F)(F)F (stereo unspecified)
15. CC1=C(C(=O)OC(C)C)C(c2cccs2)n2ncnc2N1 (stereo unspecified)
16. COc1ccc(C(=O)N/C(=C\c2cn(C)c3ccccc23)C(=O)N2CCN(C)CC2)cc1
17. CC(=O)Oc1ccc2ccccc2c1C(NC(=O)Cc1ccccc1)c1ccccc1Cl (stereo unspecified)
18. Cc1cc(-c2ccccc2)nc2oc(C(=O)NN)c(N)c12
assay / compound,13,14,15,16,17,18
LMPTP inh,2.7,-1.0,-2.3,-0.2,0.9,0.1
SUMO1-SIM PPI,0,0,2,-7,-2,-18
CendR NRP1 mod,4,6,-3,-1,0,6
STEP inh,-1,0,1,-3,-3,0
Scp-1 inhibitor,2,-4,-11,-6,-6,-4
Neddylation inh,i,i,i,i,i,+
DNMT1 block,-3,1,4,-1,4,11
NadD block,4,-6,-4,-5,12,4
SKN-1 inh,10,7,-1,10,7,-7
TbMetRS inhib,63*,-1.4,-0.5,0.4,-0.4,0.4

As a short view, 2 of the compounds above:
17. CC(=O)Oc1ccc2ccccc2c1C(NC(=O)Cc1ccccc1)c1ccccc1Cl (stereo unspecified)
18. Cc1cc(-c2ccccc2)nc2oc(C(=O)NN)c(N)c12
assay / compound,17,18
LMPTP inh,0.9,0.1
SUMO1-SIM PPI,-2,-18
CendR NRP1 mod,0,6
STEP inh,-3,0
Scp-1 inhibitor,-6,-4
Neddylation inh,i,+
DNMT1 block,4,11
NadD block,12,4
SKN-1 inh,7,-7
TbMetRS inhib,-0.4,0.4

New compounds follow
19. O=C(CCCc1ccccc1)N=C1SC2CS(=O)(=O)CC2N1c1ccccc1 (stereo unspecified)
20. CCCCOc1ccc(C(=O)NCC(=O)NCCOc2ccccc2OC)cc1
21. CCOC(=O)c1c(-c2ccc(OC)cc2)csc1NC(=O)CNCc1ccco1
22. O=C(Cn1cncn1)NCc1cccc(OC(F)F)c1
23. S=c1[nH]nc(-c2ccc(Cl)cc2Cl)n1Cc1ccccc1
24. CCN(CC)CCN(C(=O)C1=COCCO1)c1nc2ccc(C)cc2s1
assay / compound,19,20,21,22,23,24
LMPTP inh,-0.5,0.0,3.1,0.0,-0.7,-0.6
SUMO1-SIM PPI,-4,2,3,-2,6,1
CendR NRP1 mod,-1,6,-5,6,-5,-9
STEP inh,2,-3,1,-4,-2,0
Scp-1 inhibitor,-7,-2,-4,-7,-7,0
Neddylation inh,i,i,i,i,i,i
DNMT1 block,2,-2,-8,-1,-2,1
NadD block,-1,1,-8,-2,10,-1
SKN-1 inh,0,-3,-17,-4,7,-23
TbMetRS inhib,-0.6,-0.2,-1.0,-0.7,0.0,-0.4
